Screens from PubChem BioAssay.
NSD2 inh = inhibitors of human NSD2, primary screen, biochemical, plate reader, single point; Histone-lysine N-methyltransferase NSD2 (Homo sapiens), O96028; NSD2-SET H3K36me1 DELFIA fluorescence; inhibition, % at 12.5 µM; 44,000 tested, 0.07% active; AID 624260, 2012; in the data active = inhibition above about 54%, passing the limit was not always enough;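 note: inhibitors reduce the monomethyl H3K36 fluorescence signal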
Target sequence (O96028 whole entry, looked up): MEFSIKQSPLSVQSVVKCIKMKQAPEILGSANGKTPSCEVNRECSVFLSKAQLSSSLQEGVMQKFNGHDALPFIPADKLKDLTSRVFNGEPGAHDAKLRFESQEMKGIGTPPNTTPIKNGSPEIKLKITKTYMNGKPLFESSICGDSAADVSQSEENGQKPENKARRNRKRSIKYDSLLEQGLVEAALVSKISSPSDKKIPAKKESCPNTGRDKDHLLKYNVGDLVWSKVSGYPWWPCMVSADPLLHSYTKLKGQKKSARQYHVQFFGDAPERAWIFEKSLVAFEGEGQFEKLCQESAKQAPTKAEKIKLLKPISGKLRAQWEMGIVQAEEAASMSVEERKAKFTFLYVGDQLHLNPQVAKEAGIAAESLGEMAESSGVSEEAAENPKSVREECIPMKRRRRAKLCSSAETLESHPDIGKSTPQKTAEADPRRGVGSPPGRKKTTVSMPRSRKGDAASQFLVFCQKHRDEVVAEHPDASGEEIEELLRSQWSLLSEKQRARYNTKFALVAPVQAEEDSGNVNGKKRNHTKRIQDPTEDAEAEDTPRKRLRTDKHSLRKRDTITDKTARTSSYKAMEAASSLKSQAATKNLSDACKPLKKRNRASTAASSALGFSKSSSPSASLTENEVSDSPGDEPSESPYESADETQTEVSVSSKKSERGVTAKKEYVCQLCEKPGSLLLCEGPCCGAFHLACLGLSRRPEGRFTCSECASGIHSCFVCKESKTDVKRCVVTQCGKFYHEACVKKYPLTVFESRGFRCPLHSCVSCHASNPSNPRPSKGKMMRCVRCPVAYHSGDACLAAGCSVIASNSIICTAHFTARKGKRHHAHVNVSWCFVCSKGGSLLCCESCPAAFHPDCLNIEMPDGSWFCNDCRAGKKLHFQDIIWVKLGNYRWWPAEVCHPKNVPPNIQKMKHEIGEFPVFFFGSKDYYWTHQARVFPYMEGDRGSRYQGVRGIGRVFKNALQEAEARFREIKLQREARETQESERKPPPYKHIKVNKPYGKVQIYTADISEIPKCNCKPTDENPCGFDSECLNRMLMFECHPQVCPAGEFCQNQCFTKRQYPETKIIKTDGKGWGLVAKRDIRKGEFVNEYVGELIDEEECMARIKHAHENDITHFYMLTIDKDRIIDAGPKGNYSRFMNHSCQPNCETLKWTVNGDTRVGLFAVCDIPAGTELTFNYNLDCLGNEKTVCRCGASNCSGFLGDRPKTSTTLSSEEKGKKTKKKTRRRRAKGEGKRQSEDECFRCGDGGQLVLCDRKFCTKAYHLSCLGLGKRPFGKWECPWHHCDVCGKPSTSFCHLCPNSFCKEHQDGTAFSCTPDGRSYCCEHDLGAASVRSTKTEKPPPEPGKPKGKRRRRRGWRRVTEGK
* marks the source's active call; other numbers are inactive results.

SMILES	NSD2 inh
C[C@@H]1CN([C@H](C)CO)C(=O)c2cc(C#CCN(C)C)cnc2O[C@@H]1CN(C)C(=O)c1cccnc1	27
Cc1noc(C)c1NC(=O)Nc1ccc2c(c1)C(=O)N([C@@H](C)CO)C[C@@H](C)[C@@H](CN(C)Cc1ccc(C(=O)Nc3ccccc3N)cc1)O2	-1
C[C@H](CO)N1C[C@H](C)[C@H](CN(C)C(=O)Nc2ccc3c(c2)OCO3)Oc2cc(C3=CCCCC3)ccc2S1(=O)=O	-11
C[C@@H]1CCCCO[C@H](CN(C)C(=O)Cc2ccccc2)[C@@H](C)CN([C@@H](C)CO)C(=O)c2cc(N(C)C)ccc2O1	2
C[C@@H]1CCCCO[C@H](CN(C)Cc2ccccc2)[C@@H](C)CN([C@H](C)CO)C(=O)c2cc(NS(=O)(=O)c3cccs3)ccc2O1	1
COCC#Cc1ccc2c(c1)O[C@H](CN(C)C(=O)c1ccccc1F)[C@@H](C)CN([C@@H](C)CO)S2(=O)=O	-7
Cc1noc(C)c1S(=O)(=O)N(C)C[C@H]1OCCCC[C@@H](C)Oc2ccc(NC(=O)Nc3ccc4c(c3)OCO4)cc2C(=O)N([C@@H](C)CO)C[C@@H]1C	5
C[C@H](CO)N1C[C@H](C)[C@@H](CN(C)C(=O)Nc2ccc3c(c2)OCO3)Oc2ccc(NC(=O)NC3CCCCC3)cc2C1=O	-3
CC(C)CC#Cc1ccc2c(c1)O[C@@H](CN(C)Cc1ccncc1)[C@@H](C)CN([C@@H](C)CO)S2(=O)=O	-1
C[C@@H]1CN([C@@H](C)CO)C(=O)c2cc(C#CC3(O)CCCC3)cnc2O[C@@H]1CN(C)CC1CC1	-4
C[C@@H]1CCCCO[C@H](CN(C)C(=O)CCCN(C)C)[C@@H](C)CN([C@H](C)CO)C(=O)c2cc(N(C)C)ccc2O1	0
O=C(C[C@H]1CC[C@H](NS(=O)(=O)c2ccccc2)[C@@H](CO)O1)NCCN1CCCCC1	3
O=C(Cc1ccncc1)Nc1ccc2c(c1)[C@@H]1C[C@H](CC(=O)N3CCCCC3)O[C@H](CO)[C@@H]1O2	0
COc1cccc(C#Cc2cnc3c(c2)C(=O)N([C@@H](C)CO)C[C@H](C)[C@H](CN(C)C)O3)c1	2
CC(C)NC(=O)Nc1cccc2c1O[C@@H](CN(C)S(=O)(=O)c1ccccc1)[C@@H](C)CN([C@H](C)CO)C2=O	3
C[C@H](CO)N1C[C@H](C)[C@@H](CN(C)S(=O)(=O)c2ccccc2)Oc2ccc(NC(=O)Nc3cccc4ccccc34)cc2CC1=O	-2
COCC#Cc1ccc2c(c1)O[C@@H](CN(C)S(=O)(=O)c1cccc(F)c1)[C@@H](C)CN([C@@H](C)CO)S2(=O)=O	4
Cc1ccc(OC(=O)N(C)C[C@@H]2OCc3ccccc3-c3ccccc3C(=O)N([C@@H](C)CO)C[C@H]2C)cc1	-1
C[C@H](O)C#Cc1ccc2c(c1)O[C@H](CN(C)CC1CCCCC1)[C@H](C)CN([C@H](C)CO)S2(=O)=O	0
C[C@@H]1CN([C@H](C)CO)S(=O)(=O)c2ccc(C#CCN(C)C)cc2O[C@H]1CN(C)C(=O)Nc1ccccc1F	-5
CC(C)NC(=O)N(C)C[C@H]1Oc2ccc(NS(C)(=O)=O)cc2C(=O)N([C@@H](C)CO)C[C@@H]1C	3
Cc1noc(C)c1S(=O)(=O)Nc1ccc2c(c1)CC(=O)N([C@@H](C)CO)C[C@H](C)[C@@H](CN(C)S(=O)(=O)c1c(C)noc1C)O2	9
O=c1ncn(Cc2ccccn2)cc1-c1ccccc1	-3
Cc1noc(C)c1NC(=O)N(C)C[C@@H]1Oc2ccc(NS(=O)(=O)c3ccccc3)cc2C(=O)N([C@H](C)CO)C[C@@H]1C	-3
C[C@@H]1CN([C@@H](C)CO)C(=O)Cc2cc(NC(=O)Nc3ccc4c(c3)OCO4)ccc2O[C@H]1CN(C)C(=O)Nc1ccc(C(F)(F)F)cc1	-2

Grouped by structure, the compounds so far containing two or more sulfur atoms (three)
SMILES	NSD2 inh
C[C@@H]1CCCCO[C@H](CN(C)Cc2ccccc2)[C@@H](C)CN([C@H](C)CO)C(=O)c2cc(NS(=O)(=O)c3cccs3)ccc2O1	1
COCC#Cc1ccc2c(c1)O[C@@H](CN(C)S(=O)(=O)c1cccc(F)c1)[C@@H](C)CN([C@@H](C)CO)S2(=O)=O	4
Cc1noc(C)c1S(=O)(=O)Nc1ccc2c(c1)CC(=O)N([C@@H](C)CO)C[C@H](C)[C@@H](CN(C)S(=O)(=O)c1c(C)noc1C)O2	9

Other entries
SMILES	NSD2 inh
C[C@H]1CCCCO[C@H](CN(C)Cc2ccncc2)[C@@H](C)CN([C@@H](C)CO)C(=O)c2cc(NS(=O)(=O)c3ccc(Cl)cc3)ccc2O1	0
COCC#Cc1ccc2c(c1)O[C@H](CN(C)C(=O)Nc1ccc(OC)cc1)[C@@H](C)CN([C@H](C)CO)S2(=O)=O	2
C[C@H](CO)N1C[C@H](C)[C@@H](CN(C)C(=O)c2ccncc2)OCc2ccccc2-c2ccccc2C1=O	-7
CCC(=O)N(C)C[C@@H]1Oc2ncc(-c3ccc(F)cc3)cc2C(=O)N([C@@H](C)CO)C[C@@H]1C	2
C[C@H]1CN([C@@H](C)CO)C(=O)Cc2cc(NC(=O)C3CC3)ccc2O[C@H]1CN(C)CC1CC1	4
C[C@@H]1CCCCO[C@@H](CN(C)Cc2ccncc2)[C@@H](C)CN([C@@H](C)CO)C(=O)c2cc(NS(=O)(=O)c3cccs3)ccc2O1	-1
CC(=O)O[C@@H]1CC[C@@]2(C)C(C[C@@H](OC(C)=O)[C@@]3(C)C4=CC(=O)O[C@@H](c5ccoc5)[C@]4(C)CCC23)C1(C)C (some centres undefined)	7
C[C@@H]1CCCCO[C@@H](CN(C)S(=O)(=O)c2cccs2)[C@@H](C)CN([C@@H](C)CO)C(=O)c2cc(NC(=O)c3ccccc3)ccc2O1	1
COc1cccc(CNC(=O)C[C@@H]2CC[C@@H](NC(=O)C3CCC3)[C@@H](CO)O2)c1	3
C[C@H]1CN([C@@H](C)CO)C(=O)Cc2cc(NC(=O)CCN3CCOCC3)ccc2O[C@H]1CN(C)Cc1ccccc1	-11
COc1cccc(NC(=O)N[C@@H]2C=C[C@H](CC(=O)N3CCOCC3)O[C@H]2CO)c1	3
C[C@@H]1CN([C@H](C)CO)C(=O)c2cc(NS(=O)(=O)c3ccc(F)cc3)ccc2O[C@@H]1CN(C)C(=O)Nc1ccc(C(F)(F)F)cc1	-7
COc1ccc(CN(C)C[C@H]2OCCCC[C@H](C)Oc3ccc(NS(=O)(=O)c4ccc(F)cc4)cc3C(=O)N([C@H](C)CO)C[C@H]2C)cc1	2
CNC[C@H]1Oc2ncc(-c3ccc(OC)cc3)cc2C(=O)N([C@@H](C)CO)C[C@H]1C	1
C[C@@H]1CN([C@H](C)CO)C(=O)c2cc(C#CC3CCCCC3)cnc2O[C@H]1CN(C)S(=O)(=O)c1ccccc1	32
CC(C)NC[C@@H](O)COc1ccc(CC(N)=O)cc1	-6
C[C@@H]1CN([C@@H](C)CO)C(=O)c2cccc(NC(=O)c3cnccn3)c2O[C@@H]1CN(C)C(=O)Nc1cccc2ccccc12	-44
COc1cccc(OC)c1/C=N/NC(=O)CCCCCCC(=O)Nc1ccccc1O	-2
C[C@@H]1CN([C@@H](C)CO)S(=O)(=O)c2ccc(C#CC3CC3)cc2O[C@@H]1CN(C)Cc1cccc(F)c1	2
C[C@@H]1CCCCO[C@H](CN(C)S(=O)(=O)c2ccccc2)[C@H](C)CN([C@@H](C)CO)C(=O)c2cc(NC(=O)Nc3ccc(C(F)(F)F)cc3)ccc2O1	-5
C[C@H](CO)N1C[C@H](C)[C@@H](CN(C)C(=O)CN(C)C)Oc2ncc(C3=CCCC3)cc2C1=O	-4
C[C@@H]1CN([C@H](C)CO)C(=O)c2cc(NC(=O)Cc3ccccc3)ccc2O[C@@H]1CN(C)Cc1ccc(Cl)c(Cl)c1	1
COc1ccc(CN(C)C[C@H]2OCCCC[C@@H](C)Oc3ccc(NC(=O)C4CCCCC4)cc3C(=O)N([C@@H](C)CO)C[C@H]2C)cc1	-3
CNC[C@@H]1Oc2c(NC(=O)c3ccncc3)cccc2C(=O)N([C@@H](C)CO)C[C@@H]1C	2
C[C@@H]1CN([C@H](C)CO)C(=O)c2cc(Br)cnc2O[C@H]1CN(C)Cc1ccccn1	3
SMILES	NSD2 inh
C[C@@H]1CN([C@@H](C)CO)C(=O)Cc2cc(NC(=O)Cc3ccccc3)ccc2O[C@H]1CN(C)C	-4
Cc1noc(C)c1NC(=O)Nc1ccc2c(c1)CC(=O)N([C@@H](C)CO)C[C@H](C)[C@H](CN(C)Cc1ccccc1)O2	2
C[C@@H]1CN([C@H](C)CO)C(=O)c2cc(NC(=O)NC3CCCCC3)ccc2O[C@@H](C)CCCCO[C@H]1CN(C)C(=O)Nc1ccc(F)cc1	0
CC(C)NC(=O)Nc1ccc2c(c1)C(=O)N([C@@H](C)CO)C[C@H](C)[C@H](CN(C)Cc1ccc(C(=O)Nc3ccccc3N)cc1)O2	-1
O=C(C[C@H]1C[C@@H]2c3cc(NS(=O)(=O)c4ccc(F)cc4)ccc3O[C@@H]2[C@@H](CO)O1)N1CCOCC1	0
CC1Nc2ccc(Cl)cc2S(=O)(=O)N1 (centres undefined)	3
C[C@@H]1CN([C@H](C)CO)C(=O)c2cc(NS(=O)(=O)c3cccs3)ccc2O[C@@H]1CN(C)S(=O)(=O)c1ccc(Cl)cc1	3
Cc1noc(C)c1NC(=O)N(C)C[C@H]1Oc2c(NC(=O)NC3CCCCC3)cccc2C(=O)N([C@H](C)CO)C[C@H]1C	20
COc1ccc(-c2cnc3c(c2)C(=O)N([C@H](C)CO)C[C@H](C)[C@H](CN(C)Cc2cccc(C)c2)O3)cc1	2
Cc1noc(C)c1NC(=O)Nc1cccc2c1O[C@H](CN(C)C(=O)NC1CCCCC1)[C@@H](C)CN([C@@H](C)CO)C2=O	5
CCCc1cc(=O)[nH]c(=S)[nH]1	0
C[C@@H]1CN([C@H](C)CO)C(=O)Cc2cc(NC(=O)C3CC3)ccc2O[C@@H]1CN(C)C	-1
C[C@H]1CN([C@@H](C)CO)S(=O)(=O)c2ccc(Br)cc2O[C@H]1CN(C)S(=O)(=O)c1ccc(F)cc1	3
COc1ccc(S(=O)(=O)N(C)C[C@@H]2Oc3ccc(NS(=O)(=O)c4ccc(Cl)cc4)cc3CC(=O)N([C@H](C)CO)C[C@H]2C)cc1	-4
CC(C)(C)OC(=O)NC1(/C=N/NC(=O)CCCCCCC(=O)O)CCCC1	-3
C[C@H](CO)N1C[C@H](C)[C@@H](CN(C)C(=O)c2ccncc2)OCCCC[C@H](C)Oc2ccc(NC(=O)c3ccccc3)cc2C1=O	1
C[C@H](CO)N1C[C@H](C)[C@@H](CN(C)C)Oc2ccc(NC(=O)Nc3ccc(C(F)(F)F)cc3)cc2C1=O	0
C[C@@H]1CCCCO[C@@H](CN(C)C(=O)NC2CCCCC2)[C@@H](C)CN([C@@H](C)CO)C(=O)c2cc(NC(=O)c3ccccc3)ccc2O1	9
C[C@H]1CCCCO[C@H](CN(C)Cc2ccc3c(c2)OCO3)[C@@H](C)CN([C@@H](C)CO)C(=O)c2cc(NC(=O)Cc3ccccc3)ccc2O1	1
C[C@H]1CN([C@@H](C)CO)C(=O)c2cc(-c3cccc(F)c3)cnc2O[C@H]1CN(C)C	1
C[C@@H]1CN([C@H](C)CO)C(=O)Cc2cc(NC(=O)c3ccncc3)ccc2O[C@@H]1CN(C)C(=O)Nc1ccc(F)cc1	5
C=CCn1c(Sc2ncnc3c2cnn3-c2ccccc2)nnc1-c1ccncc1	-2
C[C@@H]1CCCCO[C@@H](CN(C)CC2CCCCC2)[C@@H](C)CN([C@H](C)CO)C(=O)c2cc(NC(=O)CCC(F)(F)F)ccc2O1	-2
C[C@H]1CN([C@@H](C)CO)C(=O)Cc2cc(NC(=O)Nc3ccc4c(c3)OCO4)ccc2O[C@@H]1CN(C)Cc1ccc2c(c1)OCO2	-3
C[C@@H]1CN([C@@H](C)CO)C(=O)c2cc(C#Cc3ccccc3)cnc2O[C@@H]1CN(C)C(=O)c1ccccn1	3

Quoted from the listing.
CC(C)(C)OC(=O)NC1(/C=N/NC(=O)CCCCCCC(=O)O)CCCC1 in NSD2 inh is entered as -3
COc1ccc(-c2cnc3c(c2)C(=O)N([C@H](C)CO)C[C@H](C)[C@H](CN(C)Cc2cccc(C)c2)O3)cc1 in NSD2 inh is entered as 2

The main list resumes; the 4 compounds before the break are reprinted first.
SMILES	NSD2 inh
C=CCn1c(Sc2ncnc3c2cnn3-c2ccccc2)nnc1-c1ccncc1	-2
C[C@@H]1CCCCO[C@@H](CN(C)CC2CCCCC2)[C@@H](C)CN([C@H](C)CO)C(=O)c2cc(NC(=O)CCC(F)(F)F)ccc2O1	-2
C[C@H]1CN([C@@H](C)CO)C(=O)Cc2cc(NC(=O)Nc3ccc4c(c3)OCO4)ccc2O[C@@H]1CN(C)Cc1ccc2c(c1)OCO2	-3
C[C@@H]1CN([C@@H](C)CO)C(=O)c2cc(C#Cc3ccccc3)cnc2O[C@@H]1CN(C)C(=O)c1ccccn1	3
Cc1ccc(S(=O)(=O)Nc2ccc3c(c2)C(=O)N([C@H](C)CO)C[C@@H](C)[C@@H](CN(C)C(=O)Nc2ccc4c(c2)OCO4)O3)cc1	-4
Cc1noc(C)c1NC(=O)Nc1cccc2c1O[C@H](CN(C)C(=O)Nc1ccc(C(F)(F)F)cc1)[C@H](C)CN([C@H](C)CO)C2=O	0
C[C@H](CO)N1C[C@H](C)[C@@H](CN(C)S(=O)(=O)c2cccs2)OCCCC[C@H](C)Oc2ccc(NS(=O)(=O)c3ccccc3)cc2C1=O	-6
CCC(=O)N(C)C[C@@H]1Oc2cc(-c3cccc(C#N)c3)ccc2S(=O)(=O)N([C@@H](C)CO)C[C@H]1C	-3
C[C@H]1CN([C@@H](C)CO)C(=O)c2cc(Br)cnc2O[C@H]1CN(C)Cc1ccccn1	5
Cc1ccc(S(=O)(=O)N(C)C[C@@H]2OCCCC[C@@H](C)Oc3ccc(NC(=O)NC4CCCCC4)cc3C(=O)N([C@H](C)CO)C[C@H]2C)cc1	1

A portion of the library; count on the stated rates, not on these rows.
